High-throughput results: PubChem BioAssay, National Center for Advancing Translational Sciences (NCATS)
ALDH1A1 inh: ALDH1A1 (human) enzyme inhibition; Purified ALDH1A1, NADH fluorescence, propionaldehyde substrate; Potency, µM (titrated, usually from 75.3 µM), for inactives: at the top dose activity, negative = inhibition, usual class: inhibitors; actives 7.3% (n = 220,000); AID 1030; active = well fitted inhibition curve with a large enough effect, not every such curve was filed as active; inconclusive = small, poorly fitted or top-dose-only effect, or another doubt; inactive = no such curve, though single readings can be large or run the other way;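 note: plate controls were no enzyme wells and a reference inhibitor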
TRb SRC2 PPI: disrupts binding of human TR beta to SRC2; P10828; TRbeta-SRC2 peptide binding, fluorescence polarization; receptor liganded with 1 µM T3; Potency, µM (series often up to 106 µM), for the others: at the top dose activity change, negative = inhibition, most hits filed as inhibitors; actives 0.065% (n = 280,000); AID 1469;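 note: plate controls were bound peptide for no effect and peptide without receptor for full effect; nearly all actives have a fitted effect of over 50% in size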
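Fluorescence polarization of 20 nM Texas Red SRC2 peptide with 0.6 uM human TRb ligand-binding domain, in Tris buffer with 1uM T3 and 5% DMSO. Incubated 5 hr ambient; normalized to unbound and bound controls.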
RECQ1 helicase: RECQ1 (human) helicase inhibition. P46063. RECQ1 DNA unwinding, red fluorescence kinetic read. Potency, µM (titrated, usually from 57.3 µM), for inactives: at the highest dose activity, negative = inhibition, actives largely listed as inhibitors. actives 0.54% (n = 240,000). AID 2549;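 note: plate controls were vehicle for no effect and no enzyme for full effect; nearly all actives have a fitted effect of over 30% in size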
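50 nM RECQ1T1 preincubated 15 min with compound in Tris pH 8.0 buffer with MgCl2, DTT, Tween-20 and 2.5 ug/ml poly(dI-dC); started with 200 nM TAMRA/BHQ-2 forked duplex and 2 mM ATP. Unwinding read as fluorescence (525/598 nm), two reads 2 h apart.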
JMJD2E inh: JMJD2E (human) inhibition | B2RXH2 | JMJD2E catalytic domain, FDH-coupled NADH fluorescence (FDH is formaldehyde dehydrogenase) | Potency, µM (doses to about 57.1 µM), without a hit: at the highest dose activity change, negative = inhibition, usual class: inhibitors | actives 1.6% (n = 230,000) | AID 2147; active = well fitted inhibition curve with a large enough effect, not every such curve was filed as active; inconclusive = small, poorly fitted or top-dose-only effect, or another doubt; inactive = no such curve, though single readings can be large or run the other way;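 note: 0% = wells with enzyme and -100% = buffer wells without enzyme; nearly all actives have a fitted effect of over 50% in size; many of its hits are not listed in these tables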
Target sequence (B2RXH2 1-337 limits assumed): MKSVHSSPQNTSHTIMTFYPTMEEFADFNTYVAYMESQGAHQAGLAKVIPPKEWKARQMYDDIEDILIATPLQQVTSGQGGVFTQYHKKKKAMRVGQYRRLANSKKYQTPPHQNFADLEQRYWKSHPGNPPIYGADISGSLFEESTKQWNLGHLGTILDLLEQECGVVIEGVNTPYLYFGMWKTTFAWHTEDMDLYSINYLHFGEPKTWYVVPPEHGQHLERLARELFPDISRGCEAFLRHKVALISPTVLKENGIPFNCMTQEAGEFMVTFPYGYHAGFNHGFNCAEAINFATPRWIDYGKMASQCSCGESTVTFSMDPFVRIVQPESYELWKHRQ
RGS12 GoLoco inh: RGS12 GoLoco-Gai1 interaction inhibition | P63096 | Gai1:RGS12 GoLoco peptide FP, rhodamine, 10 min | Potency, µM (titrated, usually from 61.6 µM), for inactives: at the top dose activity, negative = inhibition, hits mostly inhibitors | actives 0.44% (n = 230,000); active = well fitted inhibition curve with a large enough effect, not every such curve was filed as active; inactive = no such curve, though single readings can be large or run the other way; note: % is set by controls: 0 for no effect and ±100 for the full control effect; nearly all actives have a fitted effect of over 30% in size; many of its hits are not listed in these tables
Target sequence (P63096 whole entry, looked up): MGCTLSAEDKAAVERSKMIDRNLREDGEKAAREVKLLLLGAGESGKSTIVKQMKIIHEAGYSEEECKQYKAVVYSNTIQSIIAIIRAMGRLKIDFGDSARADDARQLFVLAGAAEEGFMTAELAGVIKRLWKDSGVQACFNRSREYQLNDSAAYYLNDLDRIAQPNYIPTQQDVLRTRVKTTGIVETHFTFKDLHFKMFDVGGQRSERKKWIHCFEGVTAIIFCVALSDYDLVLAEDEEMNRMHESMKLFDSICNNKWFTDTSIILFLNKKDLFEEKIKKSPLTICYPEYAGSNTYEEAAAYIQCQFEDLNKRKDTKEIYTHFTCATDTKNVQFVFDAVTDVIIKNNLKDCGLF
TR SRC2 fluor cs: counter-screen for TRb-SRC2 inhibitors: fluorescence interference. TRb/SRC2 Texas Red total fluorescence interference. Potency, µM (highest dose often 106 µM), without a hit: at the top dose fluorescence change, negative = quenching. actives 0.29% (n = 280,000); active = well fitted curve in either direction with a large enough effect; inconclusive = small, poorly fitted or top-dose-only effect; note: % is set by controls: 0 for no effect and ±100 for the full control effect
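Human TRβ ligand-binding domain (0.6 uM) and Texas Red SRC2 peptide (20 nM) in Tris buffer with 1 uM T3 and 5% DMSO were incubated with pinned compound for 5 hr at ambient temperature. Total fluorescence was computed as S + 2P (555/632 nm).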
SMN2 splice enh: enhancers of SMN2 splice variant expression. HEK293 SMN2-luciferase splicing reporter, luminescence, 30-36 h. Potency, µM (doses to about 46.1 µM), for inactives: top-dose activity change, positive = activation, usual class: activators. actives 2.8% (n = 210,000). AID 1458; note: % of control where 0% means no effect; nearly all actives have a fitted effect of over 55% in size
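HEK293 cells carry an SMN2 […]–luciferase reporter in which exon 7 inclusion puts luciferase in frame. Cells were plated 10-12 h before compound addition, then incubated 30-36 h at 37C. ONE-Glo luminescence was read; sodium butyrate at 4.5 mM final served as control.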
Lamin A splicing: modulators of lamin A splicing. HeLa LMNA splicing GFP/RFP minigene ratio, 48 h. Potency, µM (doses to about 46.1 µM), inactives show at the top dose ratio change, negative = inhibition, actives largely listed as inhibitors. actives 0.01% (n = 200,000); active = well fitted inhibition curve with a large enough effect in the signal ratio, with a control signal flat, not every such curve was filed as active; inconclusive = small, poorly fitted or top-dose-only effect, or effect the other way, or a change in a side signal; the % refers to the signal ratio; note: % is set by controls: 0 for no effect and ±100 for the full control effect
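S3 HeLa stable clones carrying a lamin A-EGFP splicing minigene plus DsRed2 were seeded at 600 cells/well in Opti-MEM with 2% FBS, pin-dosed and incubated 48 h at 37°C. Acumen cytometry (488 nm) gave the GFP/RFP total-intensity ratio.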
Active calls of the source: *; i = inactive; u = inconclusive; x = not tested or not shown; & = joins results of further samples; [ ] = dose if it differs, or a comment. Unless noted, calls come from the whole dose curve; as a rule, active = well fitted curve in the direction sought with a large enough effect; inconclusive = small, poorly fitted or top-dose-only effect, or another doubt; inactive = no such curve, though single readings can be large; an effect the other way counts as inactive or inconclusive. Potency is the fitted concentration of half-maximal effect. Not all compounds are listed; rates above refer to the full screens.

Results follow in this order: ALDH1A1 inh	TRb SRC2 PPI	RECQ1 helicase	JMJD2E inh	RGS12 GoLoco inh	TR SRC2 fluor cs	SMN2 splice enh	Lamin A splicing
COC(=O)C1=C(C)N(CCc2cc(OC)c(OC)c(OC)c2)C(=O)N[C@H]1c1cccs1
→ -3%&-2%	8%&-8%	-3%&-3%	-5%&-10%	8%&-5%	0%&-6%	2%&-36%	u
CS(=O)(=O)c1nc2c(cc1C#N)CCCC2
→ 4%	3%	i	-5%	-4%	0%	-15%	x
COCCCn1c(SCC(=O)NNC(=O)c2cccc(O)c2)nnc1-c1ccncc1
→ 14%	-1%	18%	u	9%	-4%	x	x
COC(=O)CNC(c1ccccc1)c1cc(Br)ccc1NS(=O)(=O)c1ccc(C)cc1 (stereo not drawn)
→ 3%	-4%	-4%	5%	13%	-1%	10%	u
COc1ccc(CCNC(=O)CN2CCN(c3cccc(Cl)c3)CC2)cc1OC
→ -9%	-17%	-9%	2%	5%	-2%	-9%	-20%
O=c1[nH]c2ccc(NC(=S)Nc3ccc(Cl)cc3Cl)cc2[nH]1
→ u	3%	i	1%	5%	-3%	-14%	3%
O=C(NCc1cccnc1)C1CCCN(Cc2cnn(-c3ccccc3)c2-n2cccc2)C1 (stereo not drawn)
→ 8%	-2%	-8%	-5%	-11%	1%	-11%	3%
N#Cc1c(N)nc(SCc2ccncc2)c(C#N)c1-c1cccs1
→ u	2%	-2%	u	10%	-3%	-46%[inhibitor]	u
CCN1CCCC1CNCc1ccc(Cl)cc1Cl (stereo not drawn)
→ -6%	2%	-15%	26%	7%	-3%	-17%	8%
O=C(CN1CCN(Cc2ccc(Cl)cc2)C1=O)NCCN1CCCC1
→ -6%	3%	-1%	-5%	5%	-1%	-6%	-9%
CCC1S/C(=C(\C#N)C(=O)NCc2ccco2)N(c2ccc(F)cc2)C1=O (stereo not drawn)
→ -11%	9%	-3%	1%	x	1%	x	8%
CC(=O)NCCNc1ncnc2ccc(-c3ccccc3Cl)cc12
→ -5%	x	-1%	x	4%	x	x	3%
CCOC(=O)c1cc2sc(C)cc2n1CC(=O)Nc1cccc(C)c1C
→ 13%	-3%	3%	9%	-4%	-1%	-25%	-6%
O=C(Nc1cccnc1)C1COc2ccccc2O1 (stereo not drawn)
→ -2%	-6%	3%	9%	13%	-5%	-5%	3%
COc1ccc(CNC(=O)C2CSC(c3ccc(OC)cc3)N2C(C)=O)cc1 (stereo not drawn)
→ u	0%	0%	8%	5%	-4%	-14%	0%
Cc1ccc(NC(=O)CN2CCCC2)c2c1CC(C)(C)O2
→ -2%	-12%	5%	1%	-6%	1%	x	x
CN(C)c1ccc(CN(C(=O)c2ccco2)C2CCS(=O)(=O)C2)cc1 (stereo not drawn)
→ 7.1µM*	-16%	2%	5%	-24%	-3%	6%	5%
O=C(c1nc2nc(-c3cccs3)cc(C(F)(F)F)n2n1)N1CCN(Cc2ccccc2)CC1
→ u	-17%	-9%	u	13%	1%	6%	-4%
CC(=O)c1cc(C(=O)N2CCc3c([nH]c4ccccc34)C2C2CCCCC2)[nH]n1 (stereo not drawn)
→ u	0%	i	u	8%	-2%	-3%	-13%[46 µM]
Cc1nc2cc(NC(=O)NCc3ccccc3)ccc2o1
→ -2%	1%	-13%	4%	6%	-1%	10%	0%
CCOC(=O)C[N+](CC)(CC)CC#Cc1ccccc1
→ 11%	5%	-3%	10%	0%	-2%	4%	-4%
O=C(Nc1nc2cc3c(cc2s1)OCO3)c1ccc(N2C(=O)CCC2=O)cc1
→ x	-2%	-3%	u	21%	-2%	x	x
CCC1COC(c2cccn2Cc2ccccc2Cl)=N1 (stereo not drawn)
→ -9%	-10%	-7%	1%	-3%	0%	-6%	x
Cc1cnc(NC(=O)CCNC(=O)c2ccccc2Cl)s1
→ -7%	-1%	i	1%	4%	-1%	-18%	4%[46 µM]
COc1ccc2c(c1OC)C(=O)OC2CC(=O)c1ccc2c(c1)OCO2 (stereo not drawn)
→ -9%	-10%	-2%	-17%	3%	-2%	23%	-5%
Cc1ccc2c(c1)/C(=C/c1ccco1)C(=O)N2
→ u	-1%	-13%	-8%	8%	-1%	0%	x
O=C(CSCc1ccc(F)cc1)N1CCN(c2ccccc2)CC1
→ 2%	-3%&-2%	-15%	1%	9%	-2%&-4%	-3%	u
COc1ccc(CC(=O)Nc2ccc(N3CCCCC3)cc2)cc1
→ 0%	-6%	-9%	2%	9%	-1%	2%	u
Cc1ccc(SC(C)C(=O)Nc2ccccc2-c2ccccc2)cc1 (stereo not drawn)
→ -4%	-7%	i	-1%	-4%	-4%	-35%[inhibitor]	u
COc1cc(NC(=O)COc2ccc(Br)cc2)ccc1NC(=O)C(C)C
→ 1%	-5%	21%	u	13%	-4%	15%	-7%[9.22 µM]
CCCCn1c(=O)[nH]c(=O)c2c1nc(-c1ccccc1F)n2Cc1ccccc1OC
→ u	12%	-3%	u	8%	-1%	-11%	u
COC(=O)C1=C(C(=O)OC)[C@@H]2N(C)c3ccc(OC)cc3[C@@]23C[C@@H](C(=O)OC)N(C(=O)CC(C)C)C3=N1
→ -8%[13.5 µM]	9%[11.2 µM]	-19%[11.5 µM]	0%[11.4 µM]	1%[14.2 µM]	-1%[11.2 µM]	-3%[9.22 µM]	u
Cc1cc(C)cc(-n2nnc(C(=O)NCc3ccc(Cl)cc3)c2N)c1
→ 4%	5%	9%	4%	-17%	-5%	-18%	10%
CCOC(=O)COc1ccc(N)cc1CC(NC(C)=O)(C(=O)OCC)C(=O)OCC
→ 12%	4%	-7%	-21%	7%	-2%	9%	-3%
COc1cc(OC)cc(C(=O)N[C@H](C(=O)Nc2nnc(C3CC3)s2)C(C)C)c1
→ 1%	-3%	1%	-7%	4%	0%	5%	u
CCOc1c(S(=O)(=O)NC2CC(C)(C)NC(C)(C)C2)ccc(Cl)c1Cl
→ 10%	-3%	10%	7%	-1%	0%	-16%	u
COc1cc(-n2c(=O)c3ccccc3n(CC(=O)c3ccccc3)c2=O)cc(OC)c1OC
→ 18%	2%	i	6%	-1%	0%	-42%[inhibitor]	9%[46 µM]
Cc1ccc(OC(=O)c2cc3ccccc3o2)cc1
→ -11%	2%	-4%	6%	5%	-1%	6%	6%
O=C(CSc1nc2cc(Cl)c(Cl)cc2[nH]1)c1ccc2c(c1)OCO2
→ x	6%	-2%	-25%	13%	0%	x	x
CCOC(=O)/C(C)=N/NC(C)=O
→ -1%	7%	i	2%	1%	-3%	0%	x
O=C(c1cc2ccccc2o1)N(C1CC1)C1(C(=O)Nc2ccccc2)CCCC1
→ 1%	0%	i	-4%	4%	-1%	-29%	-19%[46 µM]
Cc1nc(CCNC(=O)CC2C(=O)NCCN2Cc2ccc(F)cc2)sc1C (stereo not drawn)
→ u	-4%	0%	-18%	-10%	-4%	x	x
CC(C)Sc1nc2c(cnn2-c2ccc(F)cc2)c(=O)[nH]1
→ 7%	-4%	-10%	1%	0%	-9%	3%	-8%
Cc1ccccc1C(=O)OCc1nnc(-c2ccc(Cl)cc2)o1
→ 0%	5%	-7%	2%	6%	1%	11%	18%[46 µM]
Cc1ccc(S(=O)(=O)NC(=O)Nc2nnc(C3CC3)s2)cc1
→ 10%	-7%	2%	-1%	-5%	0%	-9%	4%
CCCn1nc2cc(C(=O)NCc3ccc4c(c3)OCO4)ccc2c1OCC
→ u	-4%	5%	-3%	-19%	-1%	-2%	12%
Cn1cccc1C(=O)NC(=O)COC(=O)c1ccccc1Sc1ccccc1C#N
→ -6%	9%	-12%	-6%	8%	-5%	15%	4%
Cc1ccc(NC(=O)c2ccccc2NS(=O)(=O)c2ccc(F)cc2)cc1S(=O)(=O)N1CCCCC1
→ u	8%	-12%	u	3%	-4%	-81%[inhibitor]	u
O=C1C(SC(F)(F)C(F)F)=C(C(F)(F)F)OC2C3C=CC(C3)C12 (stereo not drawn)
→ -4%	3%	-7%	u	-3%	-1%	-28%	3%
O=C(COc1ccccc1)Nc1ccc2c(c1)nc1n2CCSC1
→ u	1%	-5%	-5%	2%	-7%	10%	11%

Continued.
Results follow in this order: ALDH1A1 inh	TRb SRC2 PPI	RECQ1 helicase	JMJD2E inh	RGS12 GoLoco inh	TR SRC2 fluor cs	SMN2 splice enh	Lamin A splicing
Cc1ccccc1-n1nnnc1SCC(=O)Nc1ccc(S(=O)(=O)N2CCCC2)cc1
→ 4µM*	-13%	-1%	1%	6%	0%	-16%	u
O=C(Nc1ccc(Br)cc1)/C(=C/c1cccc([N+](=O)[O-])c1)NC(=O)C1CCCCC1
→ -7%	-1%	i	1%	6%	0%	-12%	-2%
CCc1ccc2[nH]c(=O)c(C(c3nnnn3CCOC)N3CCN(c4ccc(F)cc4)CC3)cc2c1 (stereo not drawn)
→ u	-3%	i	u	-1%	-3%	21%	-1%
Cc1nc(N2CCOCC2)nc(OC(C)C)c1[N+](=O)[O-]
→ -13%	-1%	-2%	-5%	7%	0%	18%	-17%
Cc1c(Cl)cccc1NC(=S)NC1CCN(Cc2ccccc2)CC1
→ 7%	-3%	-5%	-3%	5%	5%	-30%[inhibitor]	-11%
COc1cc(NS(=O)(=O)c2ccc(NS(=O)(=O)c3ccccc3)cc2)nc(OC)n1
→ -2%	1%	i	6%	0%	-3%	-1%	0%
COc1cc(NC(=O)c2ncn[nH]2)cc(OC)c1OC
→ 8%	-26%	i	-17%	-1%	-1%	u	15%
Cc1nnc(SCCn2c(N3CC(C)CC(C)C3)nc3c2c(=O)n(C)c(=O)n3C)s1 (stereo not drawn)
→ 8%	-4%	4%	7%	-1%	0%	0%	-6%
Clc1ccccc1Cn1nnc2c(Nc3ccccc3)ncnc21
→ 25µM*	-8%	-12%	u	4%	-1%	-14%	u
CC1CCN(C(=O)CN(C)S(=O)(=O)c2cccc3nsnc23)CC1
→ 0%	-1%	-13%	5%	-9%	-5%	u	-7%
